Screening data from PubChem.
TRPV1 agonist – human TRPV1 agonism; Q8NER1; TRPV1-expressing cells, Fluo-8 calcium influx, agonist mode; activation, % at 8.33 µM; 320,000 tested, 0.19% active; AID 540275; in the data active = activation above about 80%; inconclusive = between about 30% and that limit; note: 0% is about no effect
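TRPV1-expressing cells were cultured overnight at 35.5C and loaded with Fluo-8 calcium dye for 40 to 90 min at room temperature. After a 10 s baseline, compound was added and calcium influx was read kinetically for 3 min (ex 480/em 520 nm).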
Integrin act MD – activates integrin-mediated alleviation for muscular dystrophy | Potency, µM (series often up to 38.3 µM), for inactives: top-dose activation, most hits filed as activators | alpha7betagal myoblasts, beta-gal FDG fluorescence, 48 h | AID 624291 | 350,000 tested, 0.064% active;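 note: potency is the fitted concentration of half-maximal effect; 100% = response of the positive control SU9516; nearly all actives have a fitted effect of over 60% in size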
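alpha7betagal+/- myoblasts (passage 13, 250/well) treated 48 h at 37C with compounds at 1:260 dilution of DMSO stock. Lysed, then beta-galactosidase activity read as FDG fluorescence (ex 480/em 540) after 30 min, with pre-read for autofluorescence.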
B2AR arrestin – agonists driving beta-arrestin recruitment to human beta2-adrenergic receptor; AID 492947; Potency, µM (top dose mostly 46.1 µM), for the others: top-dose activation, usual class: activators; P07550; beta-arrestin recruitment to beta2AR, cell-based reporter; 330,000 tested, 0.02% active;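 note: potency is the fitted concentration of half-maximal effect; 0% = DMSO controls and full agonism = EC100 isoproterenol or metaproterenol; nearly all actives have a fitted effect of over 65% in size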
Target sequence (P07550 whole entry, looked up): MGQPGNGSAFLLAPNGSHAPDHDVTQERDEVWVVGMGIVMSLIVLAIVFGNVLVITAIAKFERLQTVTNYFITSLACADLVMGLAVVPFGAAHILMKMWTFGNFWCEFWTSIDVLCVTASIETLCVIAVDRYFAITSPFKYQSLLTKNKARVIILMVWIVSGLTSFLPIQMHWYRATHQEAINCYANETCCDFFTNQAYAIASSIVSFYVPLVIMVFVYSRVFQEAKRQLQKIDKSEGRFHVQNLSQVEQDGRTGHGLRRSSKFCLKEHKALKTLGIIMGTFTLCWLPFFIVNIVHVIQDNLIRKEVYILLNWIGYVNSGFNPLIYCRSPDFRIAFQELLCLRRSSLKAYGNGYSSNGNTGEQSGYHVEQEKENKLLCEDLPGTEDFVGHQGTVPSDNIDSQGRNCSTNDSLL
p53 reactivator – restores transcriptional activity of mutant p53; H1299 p53-A138V BP100-luciferase reporter, luminescence, 24 h; Potency, µM (doses to about 92.2 µM), for the others: at the highest dose activity change, positive = activation, most hits filed as activators; 320,000 tested, 0.063% active; AID 504706; note: potency is the fitted concentration of half-maximal effect; % of control where 0% means no effect; nearly all actives have a fitted effect of over 45% in size
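p53-null H1299 cells stably carrying temperature-sensitive p53-A138V and a BP100-luciferase reporter were pinned with compounds (4-point, 1:5 series) and held 24 hrs at 37 deg C. Luminescence was read 10 min after detection reagent.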
ELG1 genotox – inducers of genotoxicity in HEK293T ELG1-luciferase cells; HEK293T ELG1-luciferase reporter, luminescence, 16 h; Potency, µM (highest dose often 46 µM), without a hit: top-dose activity change, positive = activation, most hits filed as activators; 330,000 tested, 1.3% active; AID 504466; note: potency is the fitted concentration of half-maximal effect; % of control where 0% means no effect; nearly all actives have a fitted effect of over 60% in size
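Luminescence read-out: rising ELG1-luciferase signal, reflecting elevated ELG1 protein under genetic stress, flags genotoxic compounds. Cells were treated for 16 hr at 37 °C before ONE-Glo detection.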
Eya2 phos inh – blocks the phosphatase activity of human Eya2; O00167; recombinant Eya2, OMFP fluorescence dephosphorylation (OMFP is methylfluorescein phosphate); Potency, µM (titrated, usually from 76.9 µM), for the others: top-dose activity, negative = inhibition, actives largely listed as inhibitors; 330,000 tested, 0.006% active; note: potency is the fitted concentration of half-maximal effect; % is set by controls: 0 for no effect and ±100 for the full control effect
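Eya2 (0.2 uM) preincubated 10 min at ambient with compound, then OMFP substrate added at 50 uM; 10 min reaction in 50 mM HEPES pH 7.5, 50 mM NaCl, 5 uM MgCl2, 0.05% BSA, 1 mM DTT. Fluorescence read at Ex 485/Em 525 nm.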
BRCA1 expr up – BRCA1 expression activation; MCF7-BRCA1-FFLuc reporter, luminescence, 48 h; response scale: scaled: vehicle 0%, 10 µM genistein 100%; Potency, µM (top dose mostly 46.1 µM), for the others: top-dose activation, hits mostly activators; 380,000 tested, 1.1% active; note: potency is the fitted concentration of half-maximal effect; nearly all actives have a fitted effect of over 80% in size; some results filed as inactive show a strong effect at the top dose
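Cells: MCF7-BRCA1-FFLuc, 2000/well. Exposure: 48 h, 37 °C, 5% CO2. Read: luminescence, 15 min post-substrate. Controls: genistein 10 microM (maximal activation), DMSO (neutral).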
S-ASM inh – inhibitors of human secretory acid sphingomyelinase | placental ASM, HMU-PC fluorogenic substrate, 60 min | Potency, µM (highest dose often 57.5 µM), for inactives: at the highest dose activity change, negative = inhibition, hits mostly inhibitors | 340,000 tested, 0.006% active | AID 504937; note: potency is the fitted concentration of half-maximal effect
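Fluorescence read-out (Ex 386 nm, Em 447 nm) after stopping the reaction at pH 10. Enzyme: ASM from human placenta; substrate HMU-PC0, 9 uM final; 60 min, 37 °C. Compound preincubation 10 min, ambient temperature.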
uPA generation – inhibitors of cell surface uPA generation; Potency, µM (doses to about 38.3 µM), without a hit: top-dose activity change, negative = inhibition, hits mostly inhibitors; 330,000 tested, 0.31% active; cell surface uPA generation assay, qHTS; active = well fitted inhibition curve with a large enough effect; inconclusive = small, poorly fitted or top-dose-only effect; inactive = no such curve, though single readings can be large or run the other way; tested in mouse RAW 264.7 cells; note: potency is the fitted concentration of half-maximal effect; % is set by controls: 0 for no effect and ±100 for the full control effect; nearly all actives have a fitted effect of over 55% in size
USP2a inh – inhibitors of human ubiquitin-specific protease USP2a | 330,000 tested, 0.01% active | USP2 core, Ub-CHOP2 coupled fluorogenic reporter, 485/531 | Potency, µM (doses to about 38.3 µM), for the others: at the highest dose activity change, negative = inhibition, hits mostly inhibitors;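 note: potency is the fitted concentration of half-maximal effect; plate controls were DMSO wells for no effect and full inhibition by NEM control for full effect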
Target sequence (O75604 whole entry, looked up): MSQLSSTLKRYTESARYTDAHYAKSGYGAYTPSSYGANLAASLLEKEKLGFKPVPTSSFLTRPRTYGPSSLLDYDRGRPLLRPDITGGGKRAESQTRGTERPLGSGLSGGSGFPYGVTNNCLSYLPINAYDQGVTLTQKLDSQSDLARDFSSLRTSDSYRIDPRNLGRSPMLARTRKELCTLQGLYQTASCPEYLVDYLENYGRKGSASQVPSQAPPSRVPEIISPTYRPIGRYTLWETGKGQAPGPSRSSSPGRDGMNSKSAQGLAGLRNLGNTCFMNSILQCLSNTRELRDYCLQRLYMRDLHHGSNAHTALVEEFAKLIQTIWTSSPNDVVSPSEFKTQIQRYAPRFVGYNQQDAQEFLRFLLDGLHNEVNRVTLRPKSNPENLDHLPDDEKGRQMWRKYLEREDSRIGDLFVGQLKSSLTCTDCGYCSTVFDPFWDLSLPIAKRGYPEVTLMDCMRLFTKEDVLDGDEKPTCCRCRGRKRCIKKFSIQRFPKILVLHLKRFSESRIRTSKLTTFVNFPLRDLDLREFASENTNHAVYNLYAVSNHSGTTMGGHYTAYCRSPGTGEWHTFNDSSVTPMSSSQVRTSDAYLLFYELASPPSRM
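Cell-free coupled assay: 10nM USP2 core preincubated 30min RT with compound in Tris-HCl pH 8.0/CaCl2/CHAPS buffer, then 25nM Ub-CHOP2 and 25nM reporter substrate; fluorescence (Ex 485/Em 531) read after 60min RT, normalized to NEM inhibition, concentration-response curves fitted.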
PTAP TSG101 blk – blocks PTAP/TSG101 interaction to inhibit HIV-1 budding; Potency, µM (titrated, usually from 115 µM), inactives show at the top dose activity change, negative = inhibition, most hits filed as inhibitors; Q99816; Fluorescence polarization, FITC-PTAP peptide / Tsg101 binding; AID 493005; 340,000 tested, under 10 active; active = well fitted inhibition curve with a large enough effect in the main read-out, with a control signal flat, not every such curve was filed as active; inconclusive = small, poorly fitted or top-dose-only effect, or effect the other way, or a change in a side signal; inactive = no such curve, though single readings can be large or run the other way; note: potency is the fitted concentration of half-maximal effect; % of control where 0% means no effect
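Tsg101 binding domain (10 uM final) was mixed with compound and a FITC-labeled PTAP peptide (50 nM final) in HEPES pH 7.5 buffer with NaCl, Tween 20, EDTA and TCEP; fluorescence polarization was read after 20 min at r.t.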
The depositor's hits bear a star; ? = inconclusive; · = no result given; [ ] = dose if it differs, or a comment. Unless noted, calls come from the whole dose curve; as a rule, active = well fitted curve in the direction sought with a large enough effect; inconclusive = small, poorly fitted or top-dose-only effect, or another doubt; inactive = no such curve, though single readings can be large; an effect the other way counts as inactive or inconclusive.

The first 3 records as a preview:
compound | TRPV1 agonist | Integrin act MD | B2AR arrestin | p53 reactivator | ELG1 genotox | Eya2 phos inh | BRCA1 expr up | S-ASM inh | uPA generation | USP2a inh | PTAP TSG101 blk
CCSc1ncc(/C=N/Nc2ccc(F)cc2)n1C | 3 | -2% | 0.1% | 8% | 27% | 15% | -40% | -4% | 4% | 3% | 0%
Cc1nn(C)c(=O)n1-c1ccccc1 | -2 | 10% | -0.1% | 3% | 1% | 0% | -3% | 1% | 2% | 1% | -3%
CCOc1ccccc1NC(=O)COC(=O)c1c[nH]c2ccccc12 | 0 | 11% | -1.5% | 0% | 0% | -7% | -30% | -1% | -4% | -3% | 1%

The listing (from the top)
compound | TRPV1 agonist | Integrin act MD | B2AR arrestin | p53 reactivator | ELG1 genotox | Eya2 phos inh | BRCA1 expr up | S-ASM inh | uPA generation | USP2a inh | PTAP TSG101 blk
CCSc1ncc(/C=N/Nc2ccc(F)cc2)n1C | 3 | -2% | 0.1% | 8% | 27% | 15% | -40% | -4% | 4% | 3% | 0%
Cc1nn(C)c(=O)n1-c1ccccc1 | -2 | 10% | -0.1% | 3% | 1% | 0% | -3% | 1% | 2% | 1% | -3%
CCOc1ccccc1NC(=O)COC(=O)c1c[nH]c2ccccc12 | 0 | 11% | -1.5% | 0% | 0% | -7% | -30% | -1% | -4% | -3% | 1%
O=C1c2ccccc2NC(c2cccc([N+](=O)[O-])c2)N1CCc1ccccc1 (configuration not stated) | 9 | 37% | -0.7% | ? | 11% | -1% | -2% | 5% | 0% | -4% | -2%
Cc1cc(C(=O)Nc2sccc2C#N)c2ccccc2n1 | -5 | 4% | -0.4% | -6% | -13% | -12% | -61% | -8% | 1% | 0% | -4%
CCOC(=O)c1cnc(-c2ccccc2)nc1Oc1ccc(Cl)cc1 | · | -4% | 0.0% | 0% | 1% | 4% | -32% | -5% | 1% | 2% | -2%
COc1ccc(N2CCN(CCNC(=O)Nc3cccc(C)c3C)CC2)cc1 | 2 | 10% | -1.0% | 3% | 1% | -4% | 1% | 1% | 5% | 3% | -9%
O=C(c1ccccc1Br)N1CCN(Cc2ccc3c(c2)OCO3)CC1 | 14 | 20% | 0.4% | · | -12% | -6% | -18% | -1% | 1% | -2% | 1%
COc1ccc(NC(=O)CS(=O)c2cccc(Cl)c2)cc1 (configuration not stated) | 4 | 14% | -1.1% | 22% | 3% | 2% | 0% | -2% | 4% | 2% | -1%
COc1cccc(-c2c(C(=O)N/N=C(\C)c3ccco3)nnn2-c2nonc2N)c1 | 2 | 15% | -0.2% | -2% | -3% | -16% | 0% | 0% | 0% | 1% | -2%
C1=C(c2ccccc2)Nc2nnnn2C1 | 1 | 3% | -0.7% | 19% | 0% | 9% | -17% | 421%[activator] | 1% | 1% | -1%
Cc1cc(C)nc(NS(=O)(=O)c2ccc(NC(=O)CSc3nc(-c4ccccc4)c(C#N)c(=O)[nH]3)cc2)n1 | 0 | 4% | 0.3% | 2% | 6% | 1% | 6% | 19% | 2% | 1% | -4%
Cc1ccc(C)c(N2CCN(C(=O)c3ccc4c(=O)n5c(nc4c3)CCCCC5)CC2)c1 | 4 | 8% | 0.2% | · | -5% | 1% | -30% | -11% | ? | 4% | 0%
O=C(Nc1cc(F)ccc1F)c1cccc(-n2cnnn2)c1 | -3 | 5% | -0.5% | -3% | 0% | 20% | 0% | 6% | -1% | -1% | -8%
CCN1CCc2nc3ccccc3c(C(=O)Nc3ccc(F)cc3)c2C1 | 0 | -22% | -0.1% | -6% | 0% | -9% | -15% | 7% | 5% | 4% | -3%
Cn1ccnc1SCC(=O)c1ccc(O)cc1 | · | 46% | -0.6% | 6% | 12% | -8% | 75% | 0% | 3% | 2% | 1%
CCN(CC)CCn1c(SCC(=O)NCc2ccccc2)nc2c(sc3ccccc32)c1=O | 3 | -16% | -0.2% | 3% | -12% | ? | -17% | 13% | -1% | -4% | -2%
C/C(=N\NC(=O)c1ccc(C(=O)N/N=C(\C)c2ccco2)o1)c1ccco1 | -3 | 12% | -0.8% | 24% | -4% | -10% | -1% | -3% | 3% | 0% | 0%
COC(=O)c1sc(=S)n(-c2ccccc2OC)c1N | -4 | 6% | 0.2% | 3% | -2% | 1% | 21% | -1% | 0% | -1% | -3%
CCC(Oc1ccccc1OC)C(=O)Nc1ccc2c(c1)OCCO2 (configuration not stated) | 3 | 21% | -0.9% | 0% | 10% | 2% | -3% | 0% | 2% | 2% | -5%

Carrying on:
compound | TRPV1 agonist | Integrin act MD | B2AR arrestin | p53 reactivator | ELG1 genotox | Eya2 phos inh | BRCA1 expr up | S-ASM inh | uPA generation | USP2a inh | PTAP TSG101 blk
CCOC(=O)c1cc(-c2ccc(C#N)cc2)nc2c1c(C)nn2CCC#N | -1 | 10% | -0.1% | -2% | 5% | 5% | -15% | 29% | 2% | 0% | -6%
O=C(NC(=S)Nc1ccccc1)c1cccs1 | -2 | 0% | ? | ? | ? | 0% | 5.6µM* | 0% | -10% | 1% | -4%
Cc1ccc2c(c1)C(c1ccccc1)N(C(=O)c1ccc(S(=O)(=O)N3CCOCC3)cc1)CC(=O)N2 (configuration not stated) | 7 | -14% | -1.1% | -5% | 2% | 9% | -25% | -8% | -10% | 4% | -7%
CCc1nnc(NC(=O)CSc2nnc(-c3ccc(NS(=O)(=O)c4ccccc4)cc3)o2)s1 | 1 | -5% | -0.4% | 2% | 5% | -14% | -6% | -19% | 1% | 3% | -2%
Cc1ccc(S(=O)(=O)NCCC(=O)N2CCN(C/C=C/c3ccccc3)CC2)cc1 | 0 | 8% | -3.6% | -7% | 0% | 17% | -10% | -3% | -12% | 2% | -4%
COC(=O)c1ccc(C)c(-n2c(C)cc(C=O)c2C)c1 | -1 | 31% | -1.6% | -2% | 4% | 5% | 0% | 2% | -3% | 4% | 2%
COc1ccc(-n2c(C)cc(C(=O)COC(=O)Cn3cnc4ccccc43)c2C)cc1 | 4 | -31%[inhibitor] | -0.5% | 20% | ? | 1% | -24% | -18% | -4% | 2% | -7%
COc1ccc(CNc2nc(NCc3ccc(OC)cc3)c3[nH]cnc3n2)cc1 | 1 | -20% | -0.1% | -1% | 1% | -11% | -28% | -14% | ? | 1% | 1%
Cc1ccc(Oc2ccccc2NC(=O)CSCC(=O)Nc2cc(C)on2)cc1 | 0 | -10% | -0.7% | -3% | ? | -12% | -21% | -1% | -2% | -7% | 1%
Cc1ccc(CNC(=O)C2CCCCC2C(=O)O)cc1 (configuration not stated) | 1 | 11% | 0.0% | 6% | 5% | -1% | 7% | 0% | 7% | 4% | -3%
COC(=O)c1cc2c(cc1Cl)SC(=NCCCN1CCOCC1)NS2(=O)=O | 1 | 25% | 0.2% | 0% | 0% | 7% | -1% | -1% | -6% | 1% | -4%
Clc1ccc(-c2csc(N3CCN(c4ccccc4)CC3)n2)cc1 | 2 | 2% | · | · | · | · | -12% | -2% | 2% | · | -1%
O=C(O)/C=C/c1ccc(S(=O)(=O)Nc2cccnc2)cc1 | -1 | 14% | -0.6% | -15% | -1% | 12% | 13% | 11% | 3% | 1% | 0%
Cc1cccc(-n2nc3c(c2NC(=O)C(C)C)CSC3)c1 | 0 | -21% | -0.4% | 2% | 0%[9.26 µM] | 3% | -2% | -4% | -2% | 2% | -8%
CC(C)C(=O)Nc1ccc(C(=O)N/N=C/c2cc(Br)cc(Br)c2O)cc1 | 24 | -60%[inhibitor] | -0.5% | 0% | 11% | -2% | -93%[inhibitor] | 16% | -2% | 1% | 5%
Cc1cccc(C(=O)NNC(=S)NC(=O)c2ccccc2)c1 | · | ? | · | · | · | · | -79% | 2% | -4% | · | 0%
O=S(=O)(NC1CCCCCCC1)c1ccccc1 | 8 | 11% | -0.7% | · | -3% | -1% | -7% | -2% | 9% | 3% | -5%
CC1=C(C(=O)OCc2ccccc2)C(c2ccc(C(F)(F)F)cc2)NC(=O)N1CCCCCC(=O)O (configuration not stated) | -3 | -11% | -0.3% | -10% | 2% | -11% | 2% | -13% | ? | -4% | -5%
CCC(C)(C)n1nnnc1C(C(C)C)N(CCN1CCOCC1)Cc1cc2cccc(C)c2[nH]c1=O (configuration not stated) | 2 | 5% | -0.1% | 5% | -2% | 0% | -29% | 11% | · | 0% | -7%
O=C(O)c1cc(Cl)c2c(c1)[C@@H]1C=CC[C@@H]1[C@H](c1ccc(S(=O)(=O)N3CCOCC3)cc1)N2 | -2 | 6% | -0.5% | 2% | 1% | 7% | -18% | 0% | 12% | 3% | -5%

Rows were taken by chance, and some 2.6% of all compounds hit somewhere here.
